# Source: PubChem
# NPY-Y2 PAM-ag – human NPY-Y2 potentiation or agonism, primary screen; P49146; activation, % at 3.6 µM; cells expressing NPY-Y2, potentiator/agonist read-out; AID 1359; 0.45% of 220,000 active; in the data active = activation above about 27%;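 also: cells stimulated with NPY near EC25 plus isoproterenol at EC100; 0% = vehicle plus submaximal agonist and 100% = vehicle plus saturating agonist; some results beyond the cut were filed as inactive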
# Target sequence (P49146 whole entry, looked up): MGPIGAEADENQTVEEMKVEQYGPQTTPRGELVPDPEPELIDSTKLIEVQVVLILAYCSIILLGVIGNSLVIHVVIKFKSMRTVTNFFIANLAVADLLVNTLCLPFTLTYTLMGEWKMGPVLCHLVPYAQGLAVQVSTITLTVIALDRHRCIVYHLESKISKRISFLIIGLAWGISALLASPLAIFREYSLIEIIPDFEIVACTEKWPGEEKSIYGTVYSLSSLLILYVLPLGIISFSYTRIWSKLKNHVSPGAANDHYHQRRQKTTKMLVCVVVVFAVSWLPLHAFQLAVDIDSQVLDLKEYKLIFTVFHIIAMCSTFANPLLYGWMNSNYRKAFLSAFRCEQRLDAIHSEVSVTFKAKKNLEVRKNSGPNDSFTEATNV
# Hck-Nef inh – human Hck-Nef kinase inhibition. Recombinant Hck-YEEI plus Nef, Z-Lyte FRET kinase assay. 0.68% of 220,000 active. inhibition, % at 20 µM;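 active = Hck-Nef kinase inhibition above about 50%, limit read from the data; inactive = inhibition below that limit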;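 also: 0% = DMSO with Hck plus Nef and 100% = Hck alone without Nef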
# Target sequence (P08631 whole entry, looked up): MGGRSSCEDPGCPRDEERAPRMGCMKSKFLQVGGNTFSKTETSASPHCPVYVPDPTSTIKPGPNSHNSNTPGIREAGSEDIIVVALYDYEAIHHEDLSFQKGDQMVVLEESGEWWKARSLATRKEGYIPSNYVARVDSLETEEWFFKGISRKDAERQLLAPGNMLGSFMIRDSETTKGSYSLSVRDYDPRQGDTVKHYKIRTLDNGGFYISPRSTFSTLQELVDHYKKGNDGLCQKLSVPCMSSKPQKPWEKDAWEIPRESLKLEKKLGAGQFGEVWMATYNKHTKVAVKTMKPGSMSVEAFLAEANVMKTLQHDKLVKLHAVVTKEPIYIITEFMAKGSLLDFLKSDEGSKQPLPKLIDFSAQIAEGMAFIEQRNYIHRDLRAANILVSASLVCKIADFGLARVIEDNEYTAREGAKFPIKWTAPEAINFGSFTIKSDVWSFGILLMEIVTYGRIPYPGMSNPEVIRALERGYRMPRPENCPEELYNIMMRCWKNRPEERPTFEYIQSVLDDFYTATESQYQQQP
# p97 inhibitor – human p97 ATPase inhibition | P55072 | inhibition, % at 8 µM | 0.42% of 220,000 active | recombinant p97 ATPase, Kinase-Glo ATP luminescence, 3 h; in the data active = inhibition above about 15%;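 also: 0% = DMSO vehicle and 100% = wells lacking enzyme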
# NPY-Y1 antag – blocks the human neuropeptide Y Y1 receptor | P25929 | HEK293-CNG Y1 cells, membrane potential fluorescence; NPY at EC95, then isoproterenol | inhibition, % at 3.6 µM | 1% of 200,000 active | AID 1040;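 active = inhibition above the campaign mean inhibition of all tested compounds plus 3 SD, cut at about 20% in these data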;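 also: 0% = DMSO wells given NPY plus isoproterenol and 100% = isoproterenol alone without NPY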
#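 Material: HEK293 Y1/CNG channel cell line | Also added: NPY (25 nM), isoproterenol (1 µM), Ro 20-1724 (25 µM) | Compound: One concentration, 3.6 µM, in 0.4% DMSO | Schedule: 3 h dye uptake, 1 h room-temperature compound, 45 min post-isoproterenol | Signal: Membrane-potential fluorescent dye readout | Read-out: % inhibition of NPY effect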
# RBBP9 inh – blocks human serine hydrolase RBBP9. 0.2% of 220,000 active. AID 1515. inhibition, % at 7.94 µM. recombinant RBBP9, FP-Rh probe fluorescence polarization. O75884;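 active = inhibition above the campaign mean of all tested compounds plus 3 SD, cut at about 14% in these data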;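 also: plate controls were DMSO wells with RBBP9 for no effect and wells lacking RBBP9 protein for full effect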
# Target sequence (O75884 whole entry, looked up): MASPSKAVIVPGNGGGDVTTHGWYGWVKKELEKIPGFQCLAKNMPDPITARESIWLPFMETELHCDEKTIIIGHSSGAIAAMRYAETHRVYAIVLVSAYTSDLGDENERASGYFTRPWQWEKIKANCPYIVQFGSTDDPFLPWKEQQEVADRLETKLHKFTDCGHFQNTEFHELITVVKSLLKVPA
#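 System: RBBP9 protein / Buffer or medium: Tris/NaCl buffer pH 8.0 with 0.1% Pluronic / Probe or stimulus: Serine-hydrolase probe FP-Rh, 375 nM pre-mixing / Dosing: 7.94 µM single dose, 0.794% DMSO / Times: enzyme-compound preincubation 30 min, then probe labeling 45 min, 25 °C / Technique: fluorescence polarization (mP), excitation 525 nm, emission 598 nm / Replication: singlicate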
# Mdm2 ligase inh – Mdm2 E3 ligase (human) inhibition. Q00987. cell-based MDM2 ubiquitination luciferase reporter, 2 h; 0 = plate control, 100 = twice control, blank-subtracted. signal enhancement, % at 5 µM. 0.11% of 210,000 active;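 active = signal enhancement of 30% or more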;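 also: luminescence tracks abundance of the self-degrading MDM2-luciferase fusion protein; higher signal means inhibition of MDM2 E3 ligase activity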
#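 System: stable MDM2–luciferase fusion reporter cells / Input: 2000 cells seeded into each well / Schedule: 4 h settle plus 2 h compound, 37 °C / Compound: single-point 5 µM / Buffer or medium: cells held in DMEM / Benchmarks: control and blank well means / Evaluation: percent signal gain over controls, blank-subtracted / Measured by: luciferase luminescence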
# Runt-CBFb FRET – inhibitors of human RUNX1 Runt domain binding to CBFb; Q01196+Q13951; inhibition, % at 20 µM; AID 1496; 0.46% of 220,000 active; Cerulean-Runt/Venus-CBFb FRET ratio 530/480, 1 h;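 active = inhibition over about 50% at 20 µM in the single-dose screen, limit read from the data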;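 also: 0% = DMSO wells and 100% = excess unlabeled CBFb competitor control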
#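 test system = Cerulean-tagged RUNX1 Runt domain (FRET donor) fusion protein | reagent = Venus-CBFb binding partner, 100 nM | incubation = protein complex preformed 1 h, compound exposure 1 h, room temperature, dark | detection = FRET fluorescence | read-out basis = loss of energy transfer signal | controls = 5 µM unlabeled CBFb as full-inhibition high control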
# Runt-SMMHC FRET – inhibitors of human RUNX1 Runt domain binding to CBFb-SMMHC. Q01196+Q13951. inhibition, % at 20 µM. Cerulean-Runt/Venus-CBFb-SMMHC FRET ratio 530/480, 1 h. 0.74% of 220,000 active;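 active = mean inhibition across duplicate retests at 20 µM reaching about 50%, limit read from the data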;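 also: 0% = DMSO wells and 100% = wells with excess untagged CBFb-SMMHC; inhibitors lower the FRET ratio by blocking Runt binding to CBFb-SMMHC; some results filed as inactive read as strong as hits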
# NPY1 pot ag – potentiates or activates human NPY-Y1 receptor; activation, % at 3.6 µM; P25929; AID 1304; NPY-Y1 expressing cells, potentiator/agonist activation; 0.37% of 220,000 active; in the data active = activation above about 33%, passing the limit was not always enough;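 also: cells stimulated with NPY at EC10 then isoproterenol at EC100; 0% = low agonist plus stimulus and 100% = saturating agonist plus stimulus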
# * = called active by the depositor; / = no result given.
item	compound	NPY-Y2 PAM-ag	Hck-Nef inh	p97 inhibitor	NPY-Y1 antag	RBBP9 inh	Mdm2 ligase inh	Runt-CBFb FRET	Runt-SMMHC FRET	NPY1 pot ag
1	O=Cc1s/c(=N\S(=O)(=O)c2ccccc2)n(CCCCl)c1Cl	3	30	4	6	-7	29	27	3	17
2	O=C(O)CC(O)C(=O)O (centres undefined)	-15	-3	-2	1	-3	-22	-1	-4	3
3	CCCCc1ccc(NC(=O)CC(C)=O)cc1	19	2	0	1	-4	-4	0	0	-5
4	O=C(CSc1cccc2cccnc12)Nc1cccc(S(=O)(=O)N2CCOCC2)c1	-7	18	3	-1	0	-4	0	0	2
5	Cc1[nH]n(C)c(=O)c1C(=O)c1c(-c2c(Cl)cccc2Cl)noc1C	-17	9	5	/	-10	-2	-2	3	13
6	CC(C)(C)NCC(O)COc1ccc(Br)cc1 (centres undefined)	97*	11	4	-11	-1	3	0	4	108*
7	CC(C)CC(=O)NC(=S)Nc1ccc(S(=O)(=O)N2CCN(C)CC2)cc1	4	6	1	-3	-9	-8	0	8	-7
8	COc1ccc(N2CCN(c3ncnc4c3cnn4-c3ccc(C)cc3C)CC2)cc1	0	7	0	0	-6	-4	0	-1	-24
9	CCOC(=O)/C=C/C(=O)Nc1ccc(S(=O)(=O)Nc2c(C)cc(C)cc2C)cc1	4	2	-1	1	1	-2	2	1	-20
10	COc1ccc(NS(=O)(=O)c2ccc(Cl)c(N)c2)cc1Br	18	-10	-2	-6	-11	-3	0	-11	26
11	CCOc1ccc2[nH]c(=O)c(CN(CCc3ccccc3)C(=O)N3CCCC3)cc2c1	-6	0	-6	2	-1	-11	/	0	-17
12	CC(C)OCCCNC(=O)C(=O)N/N=C/c1ccc(OCc2ccccc2)cc1	-4	7	-2	/	0	-6	1	1	1
13	CC12CC3CC(C)(C1)CC(Nc1nc(N4CCOCC4)nc4ccccc14)(C3)C2	9	5	-6	/	-7	-5	-3	-3	-22
14	CC(=O)c1ccc(NC(=O)C2CC(=O)N(Cc3ccccc3)C2)cc1 (centres undefined)	3	-2	-9	-7	-2	-6	0	1	3
15	Cc1ccc(-c2cccc(C(=O)NCCc3ccccc3)n2)c2ccccc12	-2	1	-1	10	-12	/	-2	2	-30
16	CCOCCCNC(=O)/C(C#N)=C/c1ccc(-c2ccc(S(=O)(=O)N3CCOCC3)cc2)o1	-5	2	-4	3	-5	2	3	10	-15
17	O=C(c1cc2ccccc2oc1=O)N(Cc1ccc2c(c1)OCO2)Cc1ccco1	-4	0	-1	-2	-3	-5	-2	-5	-9
18	CCCCC(=O)Nc1cc(C)c(NC(=O)c2cccs2)cn1	12	16	2	-1	-4	0	/	/	-6
19	Cc1ccc(C(C)C)c(OCC(=O)NNC2=CC(=O)CC(C)(C)C2)c1	8	18	1	/	-3	2	-1	1	13
20	C=CCSc1nncn1/N=C/c1ccc(OC)cc1	-7	-1	4	-4	1	0	0	-2	-2

# NPY-Y2 PAM-ag: what is marked active above.
No. | Compound | NPY-Y2 PAM-ag | Hck-Nef inh | p97 inhibitor | NPY-Y1 antag | RBBP9 inh | Runt-CBFb FRET | Runt-SMMHC FRET | NPY1 pot ag
6 | CC(C)(C)NCC(O)COc1ccc(Br)cc1 (centres undefined) | 97* | 11 | 4 | -11 | -1 | 0 | 4 | 108*

# New compounds follow:
item	compound	NPY-Y2 PAM-ag	Hck-Nef inh	p97 inhibitor	NPY-Y1 antag	RBBP9 inh	Mdm2 ligase inh	Runt-CBFb FRET	Runt-SMMHC FRET	NPY1 pot ag
21	CCn1cc(C2C(C(=O)Nc3cc(C)ccn3)=C(C)NC3=C2C(=O)CC(C)(C)C3)c(C)n1 (centres undefined)	16	28	4	-2	-1	4	28	69*	18
22	Cc1ccc2oc(Nc3nc(-c4ccccc4)cc(=O)[nH]3)nc2c1	7	37	-2	5	-5	1	-1	-5	-1
23	CC1=C(C#N)C(c2cn(-c3ccccc3)nc2-c2cccs2)C(C#N)=C(C)N1	-14	3	9	7	-11	-19	-3	-3	-12
24	Cc1cc(NCCCN2CCOCC2)n2ncc(-c3ccccc3)c2n1	0	1	0	5	4	-4	-2	4	10
25	Cc1cc(C)n(CC(=O)c2ccc(Br)cc2)c(=O)c1C#N	-7	-14	5	4	-11	-3	-2	-3	13
26	Cc1ccccc1OCC(=O)Nc1ccc(Cc2ccncc2)cc1	0	3	2	1	-3	0	-3	-8	-8
27	O=C(COc1ccccc1)Nc1ccc(OC(F)(F)C(F)F)c(NC(=O)COc2ccccc2)c1	-1	3	3	25*	-2	-13	-2	-8	-56
28	CCCCSc1nc(CCC)cc(=O)[nH]1	-17	-1	-5	5	4	-4	0	-3	-22
29	CCOC(=O)C(=Nc1ccc(Cl)cc1)NO	18	4	4	-1	2	3	2	2	-28
30	CN(C)c1ccc(CN(C(=O)C2COc3ccccc3O2)C2CCS(=O)(=O)C2)cc1 (centres undefined)	1	1	5	0	-6	-17	8	1	-18
31	CCOc1ccc(Nc2c3c(nc4ncnn24)CC(C)CC3)cc1 (centres undefined)	-18	2	4	4	7	-2	-1	2	-12
32	CCCn1c(CN(Cc2ccccc2)Cc2ccccc2)nc2c1c(=O)n(C)c(=O)n2C	-6	0	1	14	-2	-2	-11	-9	-11
33	O=C(O)C1OC(Oc2cc3oc(-c4ccccc4)cc(=O)c3c(O)c2O)C(O)C(O)C1O (centres undefined)	6	20	11	-2	4	/	56*	37	-2
34	O=S(=O)(c1cccc2cccnc12)N1CCN(c2ccccc2)CC1	-5	-2	-7	2	-3	-6	-1	-3	4
35	CCOc1ccc(NC(=O)COC(=O)c2ncc(Cl)c(Cl)c2Cl)cc1	-3	2	-2	0	-8	-3	-3	3	-11
36	O=C(O)c1ccc(NS(=O)(=O)c2ccc(Cl)cc2)cc1	1	-6	2	-4	0	-8	4	0	8
37	C=CCOC(=O)/C(=C/c1cccc2ccccc12)NC(=O)c1ccccc1	-3	1	4	9	-4	-3	2	7	-29
38	O=C(NCC1CCCO1)c1cc2c(=O)[nH]c3ccccc3c2s1 (centres undefined)	8	4	2	-1	12	/	0	0	12
39	Cc1ccn2cc(-c3ccc(NC(=O)c4ccco4)cc3)nc2c1	-2	1	-6	2	-15	-15	0	-1	-5
40	CCc1ccc(NC(=S)/N=C(\N)Nc2nc(C)c3cc(CC)ccc3n2)cc1	-17	8	-5	12	-13	-12	3	1	-22
41	O=C(CCS(=O)(=O)c1cccs1)Nc1ccc(C(=O)NCc2cccs2)cc1	2	2	9	4	-6	-5	0	-4	3
42	Cc1cccc(NC(=S)Nc2c(C)n(C)n(-c3ccccc3)c2=O)c1C	-3	-1	3	3	-4	-84	0	0	3
43	N#Cc1c(NC(=O)CSc2nnc(-c3ccccc3O)n2-c2ccccc2)sc2c1CCCC2	-10	2	-3	4	4	-5	2	-7	-9
44	CCn1c(Cc2ccccc2)nnc1SCC(=O)c1cccc([N+](=O)[O-])c1	-9	0	0	-1	2	-3	/	0	-11
45	COC(=O)c1cc2c(C)cc3ccc(C)cn3c-2c1C(=O)OC	-4	0	1	-4	-2	-5	1	-12	-3
46	COc1ccc(/C(O)=C2\C(=O)C(=O)N(c3cc(C)on3)C2c2cccc(OC)c2OC)cc1C (centres undefined)	-6	-2	-7	1	-1	-5	0	1	-1
47	CC(=O)NCc1nnc2c3ccccc3c(-c3ccccc3)nn12	-17	-18	0	0	2	-40	0	0	-19
48	O=C(CSc1nnnn1-c1ccccc1)N1CCc2ccccc21	-2	13	1	6	1	1	-3	6	-17
49	COc1ccccc1NS(=O)(=O)c1cc(NC(=O)C2CC2)ccc1N1CCOCC1	-7	28	-3	10	-17	-16	30	9	-21
50	CCOC(=O)C1CCN(c2nc3ccccc3nc2C(C#N)C(=O)NCCc2ccccc2)CC1 (centres undefined)	6	-3	5	3	-7	-1	/	-73	-9
51	CCN(C(=O)COC(=O)c1cc(-c2cccs2)nc2ccccc12)C1CCS(=O)(=O)C1 (centres undefined)	-2	24	2	2	-4	-2	-3	6	17
52	Fc1ccc(N/N=C/c2cccnc2)c(F)c1	10	23	5	0	-1	-18	4	0	12
53	O=C(O)c1ccc(NCc2ccc3c(c2)OCO3)cc1	5	0	1	-2	-9	-9	2	-2	-6
54	COc1cccc(-c2cc(C(=O)Nc3cc(OC)c(OC)c(OC)c3)no2)c1	-5	-8	-1	5	8	/	-8	-2	-55
55	O=C(CSc1cccc[n+]1[O-])N1CCc2ccccc21	4	11	6	/	-1	-4	2	-4	14
56	Cc1nc(C)c(C(=O)Nc2nc3c(C)cccc3s2)o1	-2	8	0	4	-1	-19	-1	-13	12
57	O=C(O)CCCC(=O)Nc1cccc(C(F)(F)F)c1	7	-2	4	3	-9	-17	2	-3	15
58	Cc1cc(Cl)ccc1OCCCC(=O)NCCCn1ccnc1	-10	24	-2	1	-2	-11	0	0	-8
59	CCNC(=S)N/N=C/c1cccc(OCc2c(F)cccc2Cl)c1	-7	3	-3	-1	1	-11	2	-2	-17
60	O=[N+]([O-])c1ccccc1OCCOc1ccccc1[N+](=O)[O-]	-7	-2	9	/	-6	-5	-2	-6	-7
61	Cc1cc(NC(=O)CCC(=O)N(CC(=O)NCC2CCCO2)c2ccc3c(c2)OCCO3)no1 (centres undefined)	8	7	2	-4	0	/	-1	0	-5
62	Cc1ccc2c(C)c(C(=O)Nc3nnc(C)s3)oc2c1	3	1	1	4	-2	/	0	4	13
63	CNC(=O)Cn1c(C)cc(=O)c2cccc(OC)c21	2	3	-2	/	-4	-3	0	0	10
64	Cc1ccc(Nc2nc(-c3ccccc3)c(CC(=O)O)s2)cc1	1	20	-1	-1	-6	0	5	-1	19
65	O=C(CCCN1C(=O)c2ccccc2C1=O)NCC1CCCO1 (centres undefined)	5	0	-3	-3	-10	-3	1	2	11
66	CCOC(=O)N1CCN(C(=O)CSCC(=O)N=c2sc3ccccc3n2C)CC1	-7	1	-2	-3	-2	-4	1	-2	-16
67	CCN(CC)S(=O)(=O)c1cc(C(=O)NC2CCCCC2)ccc1C	3	-1	1	5	-4	-19	-2	-1	2
68	COc1ccc(-c2nc(CN3CCCCC3CCc3ccccn3)c(C)o2)cc1 (centres undefined)	-19	23	4	16	-1	-15	1	2	-9
69	Cc1ccc(NS(=O)(=O)c2cc(C(=O)N3CCc4ccccc4C3)ccc2Cl)cc1	-15	-1	1	8	-6	-9	-2	4	4
